# M5 ag: human M5 muscarinic receptor agonists, primary screen, CHO-K1 cells, Fluo-8 calcium fluorescence. CHO-K1 hM5 cells; 0% DMSO wells, 100% maximal acetylcholine response. activation, % at 3 µM. 360,000 compounds, 0.19% hits. AID 624037, 2012;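 active = activation above the run's mean over test compounds plus 3 SD, cut at about 23% in these data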;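 also: signal is peak over basal fluorescence ratio across the kinetic read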
# TAAR1 ag: human TAAR1 agonists, primary screen, Fluo-8 calcium fluorescence, CHO RD-HGA16 cells | activation, % at 3 µM | vehicle wells 0%, saturating PEA agonist 100% | Trace amine-associated receptor 1 (Homo sapiens), Q96RJ0 | AID 624467, 2012 | 360,000 compounds, 0.99% hits;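 active = activation above the mean activation of all test compounds in the run plus 3 SD, cut at about 38% in these data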
#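 Signal – calcium-sensitive Fluo-8 signal, excitation 470-495, emission 515-575 nm · System – RD-HGA16 (CHO) cells co-expressing Gα16 and hTAAR1 · Incubation – 17-24 h seeding, 75 min 37 °C dye, 30 min RT · Compound dosing – 3 µM single concentration · Repeats – no replicates (n 1)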
# CHRM4 antagonist: human M4 muscarinic receptor antagonists, primary screen, CHO cells, Fluo-8 calcium fluorescence. inhibition, % at 3 µM. AID 624125, 2012. CHO-hM4 cells, ACh EC80. Muscarinic acetylcholine receptor M4 (Homo sapiens), P08173. 360,000 compounds, 0.73% hits;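 active = inhibition above its plate's cutoff, the mean inhibition of sample wells plus 3 SD, cut at about 27% in these data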;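 also: 0% = acetylcholine EC80 with DMSO and 100% = DMSO without agonist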
# Target sequence (P08173 whole entry, looked up): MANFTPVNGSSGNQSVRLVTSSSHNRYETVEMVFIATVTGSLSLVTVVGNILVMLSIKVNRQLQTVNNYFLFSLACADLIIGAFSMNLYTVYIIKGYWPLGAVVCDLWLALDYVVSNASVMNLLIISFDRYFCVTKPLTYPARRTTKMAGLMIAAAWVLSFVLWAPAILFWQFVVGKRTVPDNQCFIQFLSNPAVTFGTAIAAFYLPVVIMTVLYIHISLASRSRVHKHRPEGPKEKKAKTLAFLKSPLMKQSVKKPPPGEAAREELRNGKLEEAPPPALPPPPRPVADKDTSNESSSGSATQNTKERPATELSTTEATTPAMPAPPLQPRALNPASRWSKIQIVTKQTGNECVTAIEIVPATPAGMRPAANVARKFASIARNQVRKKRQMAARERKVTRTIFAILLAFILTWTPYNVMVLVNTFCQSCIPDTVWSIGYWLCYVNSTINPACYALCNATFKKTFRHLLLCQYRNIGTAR
# M5 antag: human M5 muscarinic receptor antagonists, primary screen, CHO cells, Fluo-8 calcium fluorescence. CHO-hM5 cells, ACh EC80. inhibition, % at 3 µM. AID 624040, 2012. Muscarinic acetylcholine receptor M5 (Homo sapiens), P08912. 360,000 compounds, 0.59% hits;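 active = inhibition above a per-plate cutoff, the mean of that plate's test compounds plus 3 SD, cut at about 27% in these data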;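 also: 0% = acetylcholine EC80 with DMSO and 100% = DMSO without agonist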
# CHRM4 agonist: human M4 muscarinic receptor agonists, primary screen, CHO-K1 cells, Fluo-8 calcium fluorescence. CHO-K1 hM4/Gqi5; vehicle 0%, full acetylcholine response 100%. activation, % at 3 µM. 360,000 compounds, 0.14% hits;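 active = activation above the run mean over all test wells plus 3 SD, cut at about 32% in these data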;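 also: peak over basal fluorescence ratio per well then scaled between controls; 0% = DMSO wells and 100% = acetylcholine at EC100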
# CHRM1 agonist: human M1 muscarinic receptor agonists, primary screen, Fluo-8 calcium fluorescence, CHO-K1 cells, HTS. Muscarinic acetylcholine receptor M1 (Homo sapiens), P11229. CHO-K1 hM1, agonist mode; 0% DMSO, 100% acetylcholine EC100. activation, % at 3 µM. 360,000 compounds, 0.33% hits. AID 588814, 2011;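 active = activation above the run's mean compound activation plus 3 SD, cut at about 16% in these data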;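 also: peak over basal fluorescence ratio within a 140 s kinetic read after compound addition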
# Target sequence (P11229 whole entry, looked up): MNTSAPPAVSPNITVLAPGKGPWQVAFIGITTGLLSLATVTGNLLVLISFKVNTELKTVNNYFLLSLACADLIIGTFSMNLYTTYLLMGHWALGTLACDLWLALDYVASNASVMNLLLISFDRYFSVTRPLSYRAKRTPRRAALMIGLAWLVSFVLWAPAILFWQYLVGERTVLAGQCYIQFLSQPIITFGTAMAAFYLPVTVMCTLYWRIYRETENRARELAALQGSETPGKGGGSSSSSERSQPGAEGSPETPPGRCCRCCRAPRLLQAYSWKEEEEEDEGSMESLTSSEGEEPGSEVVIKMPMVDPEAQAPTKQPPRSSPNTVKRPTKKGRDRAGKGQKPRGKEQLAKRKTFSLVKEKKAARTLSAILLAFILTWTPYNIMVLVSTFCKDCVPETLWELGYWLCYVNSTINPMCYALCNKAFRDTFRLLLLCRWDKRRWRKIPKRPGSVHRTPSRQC
# M1 PAM: human M1 muscarinic receptor positive allosteric modulators, primary screen, CHO-K1 cells, Fluo-8 calcium fluorescence, 1536-well | Muscarinic acetylcholine receptor M1 (Homo sapiens), P11229 | CHO-K1 hM1, ACh EC20; 0% = ACh EC20, 100% = maximal ACh | activation, % at 3 µM | 360,000 compounds, 0.088% hits | AID 588819, 2011; in the data active = activation above about 19%, passing the limit was not always enough
# CHRM1 antagonist: human M1 muscarinic receptor antagonists, primary screen, CHO-K1 cells, Fluo-8 calcium fluorescence, 1536-well. Muscarinic acetylcholine receptor M1 (Homo sapiens), P11229. CHO-K1 hM1, ACh EC80 antagonist. inhibition, % at 3 µM. 360,000 compounds, 1.3% hits. AID 588852, 2011;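 active = percent inhibition above its own plate's cutoff, namely the mean of that plate's compound wells plus 3 SD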;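 also: peak over basal fluorescence ratio during 140 s after agonist addition; 0% = ACh EC80 plus DMSO and 100% = DMSO alone without agonist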
# CHRM5 PAM: human M5 muscarinic receptor positive allosteric modulators, primary screen, CHO-K1 cells, Fluo-8 calcium fluorescence | 360,000 compounds, 0.3% hits | CHO-K1 hM5, ACh EC20 PAM; 0% = ACh EC20, 100% = ACh EC100 | Muscarinic acetylcholine receptor M5 (Homo sapiens), P08912 | activation, % at 3 µM | AID 624038, 2012;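 active = activation above the run cutoff, the mean activation of all test compounds plus 3 SD, cut at about 18% in these data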
#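 Assay system – human M5 receptor in CHO-K1 cells · Read-out – % activation, ACh-normalized · Technique – Fluo-8 calcium fluorescence · Dosing – single-point, 3 µM nominal · Incubation – Fluo-8 loading 80 min at 37 °C plus 30 min room temperature · Repeats – singlicate, one well per test compound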
# Active calls of the source: *.
1	O=c1cc(CN2CCN(Cc3ccccc3)CC2)c2cc3c(cc2o1)CCC3
2	CC(C)c1nc2cc(C(=O)N3CCN(c4cnccn4)CC3)ccc2o1
3	Cc1cc(NS(=O)(=O)c2ccccc2)cc(Cl)c1O
4	Cc1ccc(S(=O)(=O)NC(C)C(=O)N2CCOCCOCCOCC2)cc1 (stereo unspecified)
5	CC(C)OCCCNC(=O)CN1C(=O)/C(=C/c2ccccc2)Sc2ccccc21
6	O=C(Nc1ccc2c(c1)nc1n2CCSC1)c1ccco1
entry no.	1	2	3	4	5	6
M1 PAM	-5.3	1.4	5.0	11.3	-0.6	12.2
TAAR1 ag	-2.4	1.1	17.6	-2.0	2.8	13.9
CHRM4 antagonist	-6.0	-1.4	-1.4	-0.7	-17.3	18.6
CHRM5 PAM	-24.9	7.3	1.1	-3.2	-8.6	-2.3
CHRM4 agonist	0.0	0.3	-0.8	1.6	10.7	1.1
CHRM1 agonist	-8.0	-6.7	-1.8	1.1	-7.9	-0.6
M5 antag	22.6	-8.2	-2.3	11.9	-0.6	-2.4
M5 ag	-18.1	0.6	-6.4	-2.3	-1.1	-0.7
CHRM1 antagonist	5.3	1.3	3.0	-19.5	-5.0	-9.1

7	CC1CC(C)CN(C(=O)CNC(=O)c2sc3ccccc3c2Cl)C1 (stereo unspecified)
8	Cc1ccc(NC(=O)C(=O)Nc2ccccn2)cc1
9	COC(=O)Nc1ccc(SCC(=O)c2ccc(Cl)cc2)cc1
10	CCC1CCC2(CC1)NC(=O)N(CC(=O)Nc1cccc(S(=O)(=O)N(C)c3ccccc3)c1)C2=O (stereo unspecified)
11	CC(=O)N1CC2(C)CN(C(C)=O)CC(C)(C1)C2
12	O=C(COC(=O)c1c2c(nc3ccccc13)/C(=C\c1cccs1)CCC2)Nc1ccccc1
entry no.	7	8	9	10	11	12
M1 PAM	6.0	-1.0	2.5	0.0	7.1	-13.2
TAAR1 ag	-0.5	-0.2	0.5	11.0	6.3	2.5
CHRM4 antagonist	-12.9	4.0	-1.8	-4.3	6.6	16.9
CHRM5 PAM	-8.9	6.3	2.4	-2.3	0.4	-4.8
CHRM4 agonist	6.2	0.7	2.7	7.1	0.2	3.3
CHRM1 agonist	-1.9	-5.9	-2.8	-4.1	-0.6	-2.7
M5 antag	15.8	-3.8	7.1	5.9	-2.3	18.2
M5 ag	-4.0	0.0	3.5	-3.9	-0.3	0.7
CHRM1 antagonist	-1.9	2.4	-4.4	-2.8	-5.2	31.7*

13	COc1ccc(-n2c(C)nnc2SCC(=O)Nc2ccccc2F)cc1
14	COc1ccc(Nc2nc3ccccc3nc2C)cc1
15	NC(=O)c1nn(Cc2ccccc2)c(=O)c2ccccc12
16	Cc1c(C(=O)OCC(=O)N2CCC(C)CC2)oc2ccccc12
17	O=C(N/N=C/c1ccc(Br)o1)c1cccnc1
18	Cc1cccc(N=c2oc3cc(O)ccc3cc2C(N)=O)c1
entry no.	13	14	15	16	17	18
M1 PAM	13.1	5.2	7.8	-2.3	11.4	5.9
TAAR1 ag	1.9	-1.0	5.6	6.3	0.3	18.8
CHRM4 antagonist	1.5	-3.3	-8.1	-7.5	5.7	1.1
CHRM5 PAM	-3.3	-1.3	-0.3	1.5	-0.3	0.6
CHRM4 agonist	1.1	2.3	0.6	1.8	0.1	0.3
CHRM1 agonist	-0.3	-4.3	0.5	-7.8	-6.8	0.9
M5 antag	4.2	8.0	-4.9	2.8	-9.6	2.2
M5 ag	-1.0	-0.9	0.2	-5.1	-1.3	0.8
CHRM1 antagonist	-4.5	-14.3	-12.3	0.7	-6.4	4.4

19	CCOc1ccc(NC(=O)CC(Cc2cc(C)cc(C)c2)C(=O)O)cc1 (stereo unspecified)
20	COc1ccc(NS(=O)(=O)c2cccc(C(=O)N3CCCC(C)C3)c2)cc1 (stereo unspecified)
21	O=C(CCn1c(=O)oc2ccccc21)Nc1nccs1
22	CCc1nnc2c(NCCc3ccc(OC)c(OC)c3)nc3ccccc3n12
23	CCOC(=O)C1CCN(C(=O)CN2C(=O)c3cccnc3Oc3ccc(C)cc32)CC1
24	O=C1CCc2cc(NS(=O)(=O)c3ccc(F)cc3)cc3c2N1CCC3
entry no.	19	20	21	22	23	24
M1 PAM	2.3	4.1	2.4	2.7	6.0	2.1
TAAR1 ag	1.4	8.4	0.6	8.9	2.5	0.6
CHRM4 antagonist	3.0	-11.8	3.7	-1.1	10.0	-5.7
CHRM5 PAM	0.5	-4.0	-1.9	4.2	-1.8	-3.7
CHRM4 agonist	-0.2	1.9	1.2	0.6	5.0	4.2
CHRM1 agonist	-7.1	-1.2	-1.2	-1.7	4.0	-0.5
M5 antag	0.1	3.0	-5.7	-1.2	-3.5	0.6
M5 ag	-1.4	5.7	1.8	-3.0	0.9	5.6
CHRM1 antagonist	-6.3	-9.6	8.7	-5.1	-3.3	0.3

25	COc1ccc(CNC(=O)CC[C@H]2O[C@@H](n3cc(C)c(=O)[nH]c3=O)C[C@@H]2O)cc1
26	COc1ccc(S(=O)(=O)NC2CCc3ccccc32)cc1OC (stereo unspecified)
27	C=CCn1c(N)c(C(=O)Nc2ccccc2OC)sc1=S
28	COCC(C)NC(=O)CSc1nc(-c2ccccc2)c(-c2ccccc2)o1 (stereo unspecified)
29	COc1ccccc1-c1nnc(NC(=O)c2ccc(S(=O)(=O)N3CCOCC3)cc2)o1
30	C[n+]1c2n(c3ccccc31)N=C(c1cc(C(C)(C)C)c(O)c(C(C)(C)C)c1)CS2
entry no.	25	26	27	28	29	30
M1 PAM	7.1	-3.6	3.8	7.5	5.0	-5.0
TAAR1 ag	3.9	1.5	8.7	4.8	1.7	5.6
CHRM4 antagonist	-0.9	-2.3	1.5	6.3	-5.9	-0.5
CHRM5 PAM	-1.3	-3.2	-2.4	5.5	0.8	-3.9
CHRM4 agonist	2.1	4.0	0.1	-0.9	0.1	1.9
CHRM1 agonist	-0.7	1.1	-2.1	-8.8	-1.5	-14.5
M5 antag	-3.2	1.0	-0.7	-11.3	-2.7	2.1
M5 ag	1.2	4.9	0.1	-2.5	-2.3	-9.2
CHRM1 antagonist	-27.6	3.7	-4.2	-5.3	-14.0	8.7

# Records 27–30 of the list above:
27	C=CCn1c(N)c(C(=O)Nc2ccccc2OC)sc1=S
28	COCC(C)NC(=O)CSc1nc(-c2ccccc2)c(-c2ccccc2)o1 (stereo unspecified)
29	COc1ccccc1-c1nnc(NC(=O)c2ccc(S(=O)(=O)N3CCOCC3)cc2)o1
30	C[n+]1c2n(c3ccccc31)N=C(c1cc(C(C)(C)C)c(O)c(C(C)(C)C)c1)CS2
entry no.	27	28	29	30
M1 PAM	3.8	7.5	5.0	-5.0
TAAR1 ag	8.7	4.8	1.7	5.6
CHRM4 antagonist	1.5	6.3	-5.9	-0.5
CHRM5 PAM	-2.4	5.5	0.8	-3.9
CHRM4 agonist	0.1	-0.9	0.1	1.9
CHRM1 agonist	-2.1	-8.8	-1.5	-14.5
M5 antag	-0.7	-11.3	-2.7	2.1
M5 ag	0.1	-2.5	-2.3	-9.2
CHRM1 antagonist	-4.2	-5.3	-14.0	8.7

# Next section:
31	COc1ccccc1CNc1nc(NCc2cccc(OC)c2OC)c2sccc2n1
32	Cc1cc(C(=O)Cn2nc(C(=O)O)c3ccccc3c2=O)c(C)n1C1CC1
33	Nc1ccc(N2CCN(c3ccc(F)cc3)CC2)cc1
34	Cc1cccc2c1-c1sc(C(=O)Nc3cccc([N+](=O)[O-])c3C)cc1CO2
35	CCN(CC)S(=O)(=O)c1cc(C)c(C)cc1Br
36	Cc1ccc(S(=O)(=O)N2CCOCC2)cc1C(=O)Nc1ccccc1N1CCCC1
entry no.	31	32	33	34	35	36
M1 PAM	-23.8	8.0	-12.1	-5.1	-2.6	-1.1
TAAR1 ag	4.9	0.8	1.9	1.2	15.9	1.8
CHRM4 antagonist	21.5	1.2	-14.0	-7.2	-2.9	4.8
CHRM5 PAM	-20.0	-4.4	2.9	-8.5	0.5	-4.5
CHRM4 agonist	15.8	1.4	1.9	3.2	-1.4	1.6
CHRM1 agonist	-0.3	3.7	-14.5	-4.4	-4.7	-7.3
M5 antag	31.1*	16.4	0.8	9.7	1.6	2.2
M5 ag	2.4	3.1	-2.4	0.6	-10.1	-8.1
CHRM1 antagonist	31.9	6.1	5.2	-4.7	4.3	9.8

37	O=C(Nc1ccccc1N1CCCCC1)c1cnccn1
38	OCC1OC(n2cnc3c(SCc4ccccc4)nc(NO)nc32)C(O)C1O (stereo unspecified)
39	CN(Cc1ccccc1)C(=O)c1cccc(NC(=O)Cc2ccc(NC(=O)C3CCN(C(=O)C4CCCC4)CC3)cc2)c1
40	O=C(c1ccccc1SCc1ccc(F)cc1)N1CCOCC1
41	Cc1cc(C)n(-c2nnc(C)n2N)n1
42	O=C(CN1C(=O)c2ccccc2C1=O)N1CCOCC1
43	Cc1onc(-c2ccccc2Cl)c1C(=O)Nc1ccc(OCC(=O)N2CCOCC2)cc1
44	CC(C)CNC(=S)NC1CC2CCCC(C1)N2Cc1cccs1 (stereo unspecified)
entry no.	37	38	39	40	41	42	43	44
M1 PAM	10.5	-29.7	-11.6	3.9	6.4	0.9	2.6	-15.5
TAAR1 ag	4.1	1.3	4.8	1.9	-0.7	7.8	10.4	2.0
CHRM4 antagonist	3.8	21.9	9.2	1.8	7.9	7.3	0.1	4.1
CHRM5 PAM	-0.6	-20.3	-9.2	-1.9	-0.7	0.5	-1.0	-13.4
CHRM4 agonist	-1.4	0.9	4.9	0.6	0.2	0.6	2.9	4.1
CHRM1 agonist	-10.3	-8.5	-7.8	-6.8	-4.2	-0.9	-3.0	-10.8
M5 antag	4.1	24.8	8.2	1.1	-2.1	2.5	-6.5	12.5
M5 ag	-2.2	-2.3	-2.7	-12.9	2.6	-3.6	-0.2	-5.7
CHRM1 antagonist	-5.8	71.0*	17.3	0.6	-27.6	-7.2	-3.4	-4.0

# The list is partial; the hit share may differ from the screen's.
